# Screening data (PubChem)
# SENP8 block: blocks the human protease SENP8; inhibition, % at 10 µM; purified SENP8, Z-RLRGG-aminoluciferin cleavage, luminescence; 1.2% of 330,000 active; Q96LD8
# Target sequence (Q96LD8 whole entry, looked up): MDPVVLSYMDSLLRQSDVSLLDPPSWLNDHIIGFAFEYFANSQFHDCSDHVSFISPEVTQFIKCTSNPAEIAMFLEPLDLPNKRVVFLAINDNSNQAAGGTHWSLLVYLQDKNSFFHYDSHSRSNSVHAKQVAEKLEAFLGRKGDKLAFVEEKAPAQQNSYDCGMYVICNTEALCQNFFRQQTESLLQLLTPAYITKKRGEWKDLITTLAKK
# CCR6 antag: blocks CCL20-driven beta-arrestin recruitment at human CCR6; CHO-K1 CCR6 PathHunter beta-arrestin, luminescence, CCL20-stimulated; AID 493098; inhibition, % at 20 µM; P51684; 0.49% of 340,000 active;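 active means compounds whose inhibition of the agonist-driven luminescence signal at 20 µM reaches about 50%, limit read from the data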;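 further: cells stimulated with CCL20 at 14 nM final; plate controls were DMSO with CCL20 for no effect and DMSO without agonist for full effect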
# Jurkat NFkB inh: inhibitors of the PMA/ionomycin-induced NF-kB reporter in Jurkat cells; PMA/ionomycin-induced NF-kB luciferase reporter, luminescence; inhibition, % at 4 µM; 0.53% of 330,000 active
# EBI2 antag: EBI2 (human) antagonism; P32249; 0.81% of 360,000 active; AID 651636; EBI2 beta-arrestin recruitment, luminescence, 7a,25-OHC stimulated; inhibition, % at 5 µM; in the data active means inhibition above about 38%;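 further: enzyme fragment complementation signal reports receptor beta-arrestin coupling in cells; 0% = agonist plus DMSO wells and 100% = wells without agonist; some results beyond the cut were filed as inactive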
# Target sequence (P32249 whole entry, looked up, the tested form may be a part): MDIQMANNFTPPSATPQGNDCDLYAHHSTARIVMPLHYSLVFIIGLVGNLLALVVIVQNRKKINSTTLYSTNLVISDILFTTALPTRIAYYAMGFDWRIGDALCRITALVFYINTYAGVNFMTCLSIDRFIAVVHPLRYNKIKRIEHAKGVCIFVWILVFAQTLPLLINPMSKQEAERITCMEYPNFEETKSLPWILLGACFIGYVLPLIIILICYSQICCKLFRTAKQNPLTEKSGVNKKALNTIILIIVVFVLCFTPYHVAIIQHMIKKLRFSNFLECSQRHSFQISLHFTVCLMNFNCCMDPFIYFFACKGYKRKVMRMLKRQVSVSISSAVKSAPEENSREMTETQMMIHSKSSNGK
# UBC13 polyUb: blocks human UBC13 polyubiquitin chain formation; P61088; TR-FRET; inhibition, % at 20 µM; 0.47% of 330,000 active; AID 485273; in the data active means inhibition above about 45%, passing the limit was not always enough
# Target sequence (P61088 whole entry, looked up): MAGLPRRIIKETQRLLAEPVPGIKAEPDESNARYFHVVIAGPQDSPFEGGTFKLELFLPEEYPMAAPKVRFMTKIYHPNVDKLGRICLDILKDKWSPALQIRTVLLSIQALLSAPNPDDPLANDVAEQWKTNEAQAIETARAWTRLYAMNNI
# 697 NFkB inh: lowers PMA/ionomycin-induced NF-kB signal in 697 B cells | 697 B-cell NF-kB luciferase reporter, 16 h | inhibition, % at 4 µM | 0.33% of 330,000 active; in the data active means inhibition above about 35%
# Apaf1 inhib: inhibitors of human Apaf-1 apoptosome. O14727. reconstituted apoptosome caspase-3 activity, DEVD-Rh110 fluorescence. inhibition, % at 20 µM. 0.71% of 330,000 active; active means inhibition of at least 40% at 20 µM;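 further: plate controls were DMSO wells for no effect and DEVD-CHO caspase inhibitor wells for full effect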
#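 Material: reconstituted apoptosome with Apaf-1, cytochrome c, caspase-9, procaspase-3, dATP. Technique: Rh110 fluorescence intensity. Buffer or medium: pH 7.5 Hepes buffer with CHAPS, BSA, DTT. Times: 30 min plus 50 min, RT.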
# Gli-Sufu block: antagonists of Gli-Sufu signaling; Sufu-KO-LIGHT fibroblasts, Gli luciferase reporter luminescence; inhibition, % at 5 µM; 0.74% of 340,000 active;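 active means inhibition above about 55%, limit read from the data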;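 further: 0% = DMSO-treated cells and 100% = wells with medium but no cells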
# Active calls of the source: *; . = not tested or not shown. Unless noted, no stated cut-off is given here; in the data, active means inhibition above about 50%; inactive means the rest.
SMILES,SENP8 block,CCR6 antag,Jurkat NFkB inh,EBI2 antag,UBC13 polyUb,697 NFkB inh,Apaf1 inhib,Gli-Sufu block
CCCC(C)c1nnc(NC(=O)C2CCCO2)s1 (centres undefined),4,-1,-2,-10,-1,-21,-2,-8
O=C(OCC(=O)c1c[nH]c2ccccc12)c1cc(Br)ccc1O,1,3,-7,5,-1,1,-339,-6
O=C(c1cccc(S(=O)(=O)N2CCc3ccccc3C2)c1)N1CCN(c2ccccc2)CC1,-1,33,10,22,9,14,14,11
O=C(NCc1cccnc1)c1ccc(-c2cccc(Cl)c2Cl)o1,2,3,16,4,10,1,15,-6
CCOC(=O)c1sc(NC(=O)C2CC(=O)N(c3ccc(OC)cc3)C2)nc1C (centres undefined),4,14,-1,9,3,5,9,16
COc1ccc(CN(Cc2cccnc2)S(=O)(=O)c2ccc(-n3cnnn3)c(C)c2)cc1OC,-5,-2,-4,-1,-12,-11,5,4
CCc1nc2cc(CC(=O)O)ccc2o1,-7,11,2,-2,-11,-11,5,1
COc1ccc(CC(=O)O/N=C(\N)Cc2ccc(OC)c(OC)c2)cc1,-2,2,16,-3,13,13,-23,-2
Cc1cccc(NC(=S)NCc2cccn2C)c1,2,-5,-1,-5,-7,-33,6,-1
CCN(C(=O)CSc1nc2cc(Cl)ccc2c(=O)n1Cc1ccco1)C1CCS(=O)(=O)C1 (centres undefined),-11,18,2,15,2,2,10,-13
Cc1nnc(Nc2ccccn2)c2ccccc12,-8,7,4,-6,3,10,-3,3
CN(C(=O)COC(=O)CNC(=O)c1ccc2ccccc2c1)c1c(N)n(Cc2ccccc2)c(=O)[nH]c1=O,-5,-2,7,-11,2,3,1,-6
C=CCC[C@H](Cc1ccc(F)cc1)C(=O)OC[C@H](Cc1c[nH]c2ccccc12)NC(=O)[C@@H](CC=C)CC(=O)N[C@@H](CO)Cc1ccccc1,4,9,9,11,-13,-2,7,2
COc1ccc(/C=C2\CCCC3C2=NN(C(=O)c2ccco2)C3c2ccc(OC)c(OC)c2)cc1OC (centres undefined),17,18,5,18,12,2,18,3
O=C1CSC(c2ccccn2)N1c1ccc(Cl)c(Cl)c1 (centres undefined),-10,-14,-10,17,-12,-41,7,8
CSc1ncccc1-c1nc2ccccc2[nH]1,-14,-3,-10,0,-10,-3,1,43
CCOC(=O)N1CCC(NC(=O)c2cc(C(=O)Nc3ccc(S(=O)(=O)N4CCCCC4)cc3)ccc2CO)CC1,-2,12,-2,-6,-7,6,7,6
O=C(Nc1ncc([N+](=O)[O-])s1)C1CCN(S(=O)(=O)c2cnc[nH]2)CC1,-1,16,-3,-11,-8,-14,-8,3
COc1ccc(NC(=O)CSc2nnnn2C2CCCC2)c(OC)c1,-5,-2,-14,3,-4,-15,6,-7
COc1ccc(-n2c(Cc3cccn3C)nnc2SCC(=O)Nc2cccc(F)c2)cc1,8,12,8,56*,3,7,-1,-7
O=C(NNC(=O)c1c(O)c2ccccc2[nH]c1=O)c1ccccc1Br,-9,4,-2,-3,0,12,3,-14
CCOC(=O)c1ccc(NC(=O)CN(c2ccc(C)cc2)S(=O)(=O)c2c(C)nn(C)c2C)cc1,6,0,5,20,-1,-6,8,-6
COc1ccc(C(c2sc3nc(C)nn3c2O)N2CCc3ccccc3C2)cc1 (centres undefined),-9,-3,-18,3,-5,-15,18,19
O=C(NCc1ccncc1)C1CCC(=O)N(CCc2ccc(Cl)cc2)C1 (centres undefined),-6,-1,-23,1,-3,-8,10,6
CC1CC(C)(C)NC(=S)N1CC(=O)NCc1ccc(F)cc1 (centres undefined),2,-4,6,-1,10,-2,-18,7
CC(=O)Nc1ccc2nc(NC(=O)c3cccs3)sc2c1,83*,15,-96,-10,-10,-147,0,-64
O=C(NC(=S)NC1CCSC1=O)c1ccc([N+](=O)[O-])cc1 (centres undefined),-10,.,-7,-6,-4,3,-3,.
O=C(COc1ccc([N+](=O)[O-])cc1)Nc1ccc2c(c1)OCO2,5,18,0,3,0,8,8,7
Cn1c(=N)n(CC(O)c2cccc3ccccc23)c2ccccc21 (centres undefined),-12,-6,-9,2,16,-23,1,26
O=C1c2ccccc2NC(c2ccc(-c3ccc(F)cc3)o2)N1O (centres undefined),-2,8,-91,7,3,-110,-1,-47
NNc1nc2ccccc2nc1C(F)(F)F,2,5,14,-6,-6,-5,7,1
C=CCN(C(=O)c1csnn1)C(C(=O)NC1CCCC1)c1ccc(F)cc1 (centres undefined),-1,6,-12,-6,1,-3,0,-20
COc1cccc(C(C(=O)NC(C)(C)C)N(C(=O)CCC(=O)Nc2cc(C)on2)C2CC2)c1OC (centres undefined),-7,-1,-10,2,-5,-6,6,1
O=C(N/N=C/c1ccc(Cl)cc1)C1CC12CCC2 (centres undefined),1,13,-27,-1,-5,-15,-1,-41
CCN1C(=O)[C@H]2[C@@H](c3ccc(-c4ccc(OC)cc4)cc3)N[C@@](CC(C)C)(C(=O)OC)[C@H]2C1=O,2,6,6,12,0,-16,21,-3
CC(=O)Nc1ccc(S(=O)(=O)Nc2cc(C)ccn2)cc1,2,4,-12,5,7,1,-7,5
COc1cccc(N(CC(=O)Nc2ccc3c(c2)OCO3)S(=O)(=O)c2ccccc2)c1,-3,10,-8,8,-5,3,13,3
CN(C)CCNC(=O)CCn1nc(-c2ccc(Cl)cc2)ccc1=O,0,6,-7,-15,-1,13,1,-9
CC1(NC(=O)CCc2nc3ccccc3c(=O)[nH]2)CCS(=O)(=O)C1 (centres undefined),-1,-5,-5,-19,2,-31,-13,2
COc1ccc2[nH]cc(C(=O)N3CCCCC3)c(=O)c2c1,4,2,14,-13,4,4,-3,1
CN(C1=NC(=O)C(CC(=O)O)S1)c1ccc(O)cc1 (centres undefined),5,1,12,3,5,11,-13,2
Cc1csc(Sc2ccc(C(=O)OCC(=O)Nc3ccc(F)cc3[N+](=O)[O-])cc2[N+](=O)[O-])n1,0,4,10,-4,4,0,-4,0
O=S(=O)(c1ccc(-c2cnc(C3CC3)o2)cc1)N1CCN(c2ccccc2)CC1,-3,9,21,7,7,-5,3,6
CC(C)CC(=O)NC(=S)Nc1ccccc1C(=O)Nc1ccccc1,-6,35,12,12,8,-5,-10,-3
O=C(OCCNc1ccc(C(F)(F)F)cc1[N+](=O)[O-])c1cc2ccccc2oc1=O,2,4,-3,7,0,-2,-1,1

# The closing 2 compounds of the part before are carried over, then new ones follow:
SMILES,SENP8 block,CCR6 antag,Jurkat NFkB inh,EBI2 antag,UBC13 polyUb,697 NFkB inh,Apaf1 inhib,Gli-Sufu block
CC(C)CC(=O)NC(=S)Nc1ccccc1C(=O)Nc1ccccc1,-6,35,12,12,8,-5,-10,-3
O=C(OCCNc1ccc(C(F)(F)F)cc1[N+](=O)[O-])c1cc2ccccc2oc1=O,2,4,-3,7,0,-2,-1,1
CCOC(=O)C1CCCN(C(=O)c2cc3cc(Br)ccc3oc2=O)C1 (centres undefined),-4,2,1,-3,-19,-13,-2,-15
COc1ccc(C2=C3C(=O)OCC3Cc3ncn(Cc4ccccc4)c32)cc1 (centres undefined),0,8,10,-9,6,19,3,5
C/C=C/C=C/C(=O)OCC(=O)Nc1ccc(Cl)cc1,-17,0,5,2,-6,10,-9,-6
CC(Oc1ccccc1)C(=O)N=C1SC2CS(=O)(=O)CC2N1CCc1ccccc1 (centres undefined),-8,5,10,1,0,17,15,3
Cc1cccc(C)c1Nc1nnc(SCC(=O)NCc2ccco2)s1,-2,-9,0,1,-4,-12,6,2
Cc1ccc(F)cc1CNC(=O)C1CCC(=O)N(CCc2ccccc2)C1 (centres undefined),0,10,-18,5,1,-33,1,2
C=CCSc1nnc(NC(=O)CN2C(=O)NC3(CCCC3)C2=O)s1,-11,-2,9,-7,-4,-23,11,0
Cc1ccc(NC(=O)Nc2ccccc2)cc1[N+](=O)[O-],2,10,-56,-8,12,-25,1,-29
COc1ccc(OC)c(NC(=O)CCn2cccc2)c1,1,-11,-5,-2,6,-1,3,11
O=C(CN1CCCC1c1ccc2c(c1)OCCO2)NC(=O)Nc1ccccc1 (centres undefined),-2,4,2,5,-2,-5,9,1
O=C(NC1CC1)c1ccc(C2SCC(=O)N2Cc2ccccc2)cc1 (centres undefined),-2,-9,6,-7,2,-1,-12,-1
CC(=O)N1CCC(N(CCN2CCOCC2)C(=S)Nc2cccc(C)c2C)CC1,-3,1,10,-5,5,-7,-7,-5
O=C(Nc1ccc2c(c1)CCC2)C1CCCO1 (centres undefined),4,-1,-21,0,-5,-18,-5,-18
CN(C)c1ccc(C2/C(=C(/O)c3ccc(Br)cc3)C(=O)C(=O)N2C)cc1 (centres undefined),5,-2,-17,2,-8,-7,6,-8
CCOc1nc2ccccc2nc1C,-2,28,13,-6,-1,15,-2,0

# 6 compounds from above with just CCR6 antag:
Structure,CCR6 antag
C=CCSc1nnc(NC(=O)CN2C(=O)NC3(CCCC3)C2=O)s1,-2
Cc1ccc(NC(=O)Nc2ccccc2)cc1[N+](=O)[O-],10
COc1ccc(OC)c(NC(=O)CCn2cccc2)c1,-11
O=C(CN1CCCC1c1ccc2c(c1)OCCO2)NC(=O)Nc1ccccc1 (centres undefined),4
O=C(NC1CC1)c1ccc(C2SCC(=O)N2Cc2ccccc2)cc1 (centres undefined),-9
CC(=O)N1CCC(N(CCN2CCOCC2)C(=S)Nc2cccc(C)c2C)CC1,1

# 3 compounds from above, ordered by length of the SMILES, descending.
SMILES,SENP8 block,CCR6 antag,Jurkat NFkB inh,EBI2 antag,UBC13 polyUb,697 NFkB inh,Apaf1 inhib,Gli-Sufu block
CN(C)c1ccc(C2/C(=C(/O)c3ccc(Br)cc3)C(=O)C(=O)N2C)cc1 (centres undefined),5,-2,-17,2,-8,-7,6,-8
COc1ccc(C2=C3C(=O)OCC3Cc3ncn(Cc4ccccc4)c32)cc1 (centres undefined),0,8,10,-9,6,19,3,5
CCOc1nc2ccccc2nc1C,-2,28,13,-6,-1,15,-2,0

# (list continues)
SMILES,SENP8 block,CCR6 antag,Jurkat NFkB inh,EBI2 antag,UBC13 polyUb,697 NFkB inh,Apaf1 inhib,Gli-Sufu block
COc1ccc([N+](=O)[O-])cc1N(CC(=O)NCCSc1ccc(C)cc1)S(C)(=O)=O,0,19,-28,6,-3,9,-3,2
O=C(CN1CCN(C(=O)CNC(=O)c2ccc3c(c2)OCO3)CC1)Nc1ccc(F)cc1,0,14,7,-9,6,-2,-3,.
O=C1CN(C(=O)COC(=O)CCC(=O)c2ccc(F)cc2)c2ccccc2N1,-9,4,-89,6,-5,2,7,5
CN(CC(=O)Nc1ccc(F)c(F)c1F)C(=O)C1CC(=O)N(c2ccc3c(c2)OCCO3)C1 (centres undefined),-6,13,36,3,0,16,6,-7
CC1(C)CC(=O)c2cc(OCC(=O)NCCN3CCCc4ccccc43)ccc2O1,6,-4,11,-6,11,-1,-7,5
CCCC(=O)N1CCN(C2=NS(=O)(=O)c3ccccc32)CC1,-6,1,7,-3,9,8,-2,6
CC1(C)Cc2ccccc2C(NN=C2CCCC2)=N1,2,8,3,-5,6,17,2,-2
CCC1=Nc2cc(C(=O)NCC3CCCO3)ccc2Sc2ccc(Cl)cc21 (centres undefined),8,20,37,-3,3,-18,-7,-4
COc1ccccc1/C=C/CN1CCCC(CO)(CCc2ccccc2)C1 (centres undefined),-7,9,2,10,12,9,2,27
CC(=O)c1nn(-c2ccc(C(F)(F)F)cc2)c(=O)[nH]c1=O,10,3,-11,0,-2,-26,1,13
CCOC(=O)COc1ccc(S(=O)(=O)N2CCN(c3ccccc3)CC2)cc1,-19,10,4,1,-15,-9,-2,3
COC(=O)CCC(=O)OC1(C)C(=O)C=C2C=C(C3CC3)N(Cc3ccc(OC)cc3)C=C2C1=O (centres undefined),1,-2,9,-28,-43,-2,35,-5
CCOC(=O)c1cn2nc(N3CCCCC3)ccc2n1,68*,3,-47,-20,6,-76,-6,-42
O=[N+]([O-])c1ccccc1NCCNc1ncc(C(F)(F)F)cc1Cl,-15,14,-28,12,-14,-19,7,-29
CCOC(=O)c1nnn2c1nc(Nc1cccc(C(F)(F)F)c1)c1ccccc12,-2,6,35,16,9,-6,-7,12
CC(=O)c1cccc(-n2c(CCC(=O)O)ccc2-c2ccccc2)c1,4,2,-4,0,-3,0,3,4
O=C(NC(Nc1ccc(F)cc1)(C(F)(F)F)C(F)(F)F)c1cccnc1,-5,8,6,-18,-6,17,-6,5
O=C(Cn1c(NCCO)nc2ccccc21)NCCc1ccccc1,-1,-9,2,-7,-6,-10,2,1

# A portion of the library; rates above refer to the full screens.
